CCHFV vOTU inh – CCHFV vOTU protease inhibitors, primary screen, biochemical, Pep-AMC substrate, fluorescence. actives 0.55% (n = 370,000). Crimean-Congo hemorrhagic fever virus L polyprotein viral ovarian tumor (vOTU) protease …. inhibition, % at 11.5 µM; further: 0% = vehicle wells with enzyme and 100% = no enzyme wells
GDH-TPI counter – GDH-TPI coupling enzyme inhibitors, primary screen, artefact control for M. tuberculosis FBA inhibitor project, biochemical, absorbance, full deck | GDH-TPI coupled enzyme counterscreen, NADH absorbance | actives 1.2% (n = 360,000) | inhibition, % at 4.8 µM;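 further: 0% = DMSO wells and 100% = wells lacking the enzyme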
BoNT F protease – BoNT/F light chain protease inhibitors, primary screen, biochemical, flow cytometry, MLPCN library; Botulinum neurotoxin type F light chain protease (Clostridium botulinum); Multiplex microsphere protease cleavage assay; inhibition, % at 10 µM; actives 0.22% (n = 360,000); in the data active means inhibition above about 35%, passing the limit was not always enough; inconclusive means no clear call, values can overlap the other calls; further: plate controls were buffer without enzyme for full effect and enzyme alone for no effect
BoNT-A LC inh2 – BoNT/A light chain protease inhibitors, primary screen, biochemical, flow cytometry, MLPCN library; Botulinum neurotoxin type A light chain protease (Clostridium botulinum A str. ATCC 3502); multiplex microsphere protease substrate cleavage; inhibition, % at 10 µM; actives 0.17% (n = 360,000); in the data active means inhibition above about 30%; inconclusive means no clear call, values can overlap the other calls; further: plate controls were buffer without enzyme for full effect and enzyme alone for no effect
Mtb FBA inh – Mtb FBA enzyme inhibitors, primary screen, biochemical, fluorescence, strain H37Rv; Fructose-bisphosphate aldolase (Mycobacterium tuberculosis (strain ATCC 25618 / H37Rv)), …; purified M. tuberculosis FBA, fluorescence read-out; inhibition, % at 1 µM; actives 2.3% (n = 360,000); in the data active means inhibition above about 27%;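 further: 0% = vehicle and 100% = reference inhibitor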
Target sequence (P9WQA3 whole entry, looked up): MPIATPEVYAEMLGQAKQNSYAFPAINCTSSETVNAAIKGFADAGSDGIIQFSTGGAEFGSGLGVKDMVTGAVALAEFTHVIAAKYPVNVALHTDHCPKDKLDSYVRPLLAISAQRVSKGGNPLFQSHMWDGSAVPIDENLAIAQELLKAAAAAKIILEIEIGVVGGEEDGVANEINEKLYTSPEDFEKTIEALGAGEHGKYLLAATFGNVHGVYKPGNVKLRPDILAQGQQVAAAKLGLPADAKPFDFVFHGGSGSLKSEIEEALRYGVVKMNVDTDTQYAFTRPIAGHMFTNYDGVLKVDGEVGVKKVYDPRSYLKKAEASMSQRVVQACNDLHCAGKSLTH
UGM FP inh – M. tuberculosis UGM enzyme inhibitors, primary screen, biochemical, fluorescence polarization, single point; purified UGM, fluorescence polarization probe displacement; inhibition, % at 10 µM; actives 0.06% (n = 320,000); AID 504406, 2011; in the data active means inhibition above about 10%, passing the limit was not always enough; inconclusive means no clear call, values can overlap the other calls
Target sequence (P9WIQ1 whole entry, looked up): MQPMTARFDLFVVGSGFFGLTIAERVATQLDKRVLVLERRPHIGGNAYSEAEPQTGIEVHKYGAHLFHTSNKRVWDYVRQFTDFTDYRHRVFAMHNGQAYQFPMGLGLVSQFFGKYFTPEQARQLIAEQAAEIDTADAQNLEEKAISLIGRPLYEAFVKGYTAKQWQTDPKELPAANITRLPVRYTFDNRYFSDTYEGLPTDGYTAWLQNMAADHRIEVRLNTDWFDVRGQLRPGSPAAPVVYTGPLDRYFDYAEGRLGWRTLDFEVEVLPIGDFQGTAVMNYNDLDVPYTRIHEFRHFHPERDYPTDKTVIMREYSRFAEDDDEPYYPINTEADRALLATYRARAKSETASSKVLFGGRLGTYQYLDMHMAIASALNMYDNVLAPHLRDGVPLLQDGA
FadD28 FP inh – inhibitors of FadD28 bisubstrate probe binding, primary screen, biochemical, fluorescence polarization, single point; actives 0.22% (n = 360,000); inhibition, % at 12.5 µM; AID 588549, 2011; in the data active means inhibition above about 8.5%, passing the limit was not always enough; inconclusive means no clear call, values can overlap the other calls
PrPC surface inh – inhibitors of human cell surface prion protein PrPC, primary screen, cell-based, TR-FRET. Major prion protein (Homo sapiens), P04156. TR-FRET read-out. inhibition, % at 13.8 µM. actives 0.43% (n = 370,000); in the data active means inhibition above about 24%; further: 0% = median of the test wells and 100% = reference compound wells
BioA inh – M. tuberculosis BioA enzyme inhibitors, primary screen, biochemical, plate reader, single point, HTS; 7,8-diaminopelargonic acid synthase BioA (Mycobacterium tuberculosis); purified M. tuberculosis BioA enzyme; inhibition, % at 9.99 µM; actives 0.096% (n = 360,000); AID 602481, 2012; in the data active means inhibition above about 40%; inconclusive means no clear call, values can overlap the other calls
* = called active by the depositor; u = inconclusive; x = no result given. Unless noted, no stated cut-off is given here; in the data, active means inhibition above about 30%; inactive means the rest. No enrichment for hits. About 4.8% of those tested had a hit in this group.

molecule | CCHFV vOTU inh | GDH-TPI counter | BoNT F protease | BoNT-A LC inh2 | Mtb FBA inh | UGM FP inh | FadD28 FP inh | PrPC surface inh | BioA inh
CC(C)(C)C(=O)NC1CC2CCCC(C1)N2C(=O)Nc1ccc(Cl)cc1 (stereo not drawn) | -4 | 1 | -8 | -0.6 | 1 | -0.8 | -2.6 | -4 | -0.6
COC(=O)CSc1nc(N2CCCCC2)c2c(c1C#N)CCCC2 | 6 | 21 | 6 | -1.4 | 6 | -1.1 | -0.8 | -3 | 1.4
Cc1ccsc1-c1nc(CSCC(=O)N2CCC3(CC2)OCCO3)c(C)o1 | -10 | 10 | 9 | 0.4 | 19 | 2.3 | 0.8 | 1 | 0.2
COc1ccc(N2CCn3c2nc2c3c(=O)n(CCCc3ccccc3)c(=O)n2C)c(OC)c1 | 2 | 2 | -490 | -192 | 1 | -1.2 | 0.0 | 4 | 1.0
Cc1cccc(C)c1NC(=O)C(=O)NCCOc1ccc(Cl)cc1 | -6 | -6 | -75 | -4.6 | 0 | -1.6 | -4.6 | 1 | -0.1
CN(c1ccc(OCC(=O)OCc2nnc(-c3ccccc3)o2)cc1)S(=O)(=O)c1ccc(Cl)cc1 | 0 | 3 | 2 | 2.9 | -1 | -1.8 | -2.8 | 0 | 0.0
Cc1nc2n(n1)CC(O)CS2 (stereo not drawn) | 18 | 12 | -6 | -2.9 | -1 | 0.0 | -0.1 | 3 | -2.2
O=C(Nc1ccccc1N1CCOCC1)c1ccc2c(c1)OCCO2 | -7 | -1 | -10 | 2.8 | 0 | 1.7 | 2.2 | -7 | -1.4
C/C(=N\NC(=O)CCc1ccccc1)c1ccc(Br)cc1 | 3 | 5 | -7 | -0.8 | 1 | -1.6 | -0.8 | -4 | x
CCN(CC)C(=O)CSc1nc2cc(S(=O)(=O)N3CCOCC3)ccc2n1CC | 0 | -3 | 6 | -1.2 | -1 | 0.7 | -3.1 | 4 | 2.9
Cc1ccc(S(=O)(=O)N2CCCOC2CNC(=O)C(=O)NCc2ccccn2)cc1 (stereo not drawn) | 20 | 0 | 14 | -1.2 | 5 | -0.3 | -2.4 | -7 | -0.1
CCOC(=O)CC1C(=O)NCCN1C(=O)NC1CCCCC1 (stereo not drawn) | 6 | -3 | 3 | -0.6 | 2 | -0.1 | 0.3 | -6 | 0.8
Cc1nn(C)c(Cl)c1NC(=O)OCc1ccccc1 | -7 | -5 | 11 | 2.0 | 2 | 3.2 | -3.3 | 1 | -0.4
O=C(O)c1ccc(C2(c3ccc(C(=O)O)cc3)OC(=O)c3ccccc32)cc1 | 13 | 5 | u | -7.2 | 0 | 1.3 | -0.8 | 6 | -0.7
CCOC(=O)c1c(NS(C)(=O)=O)sc2c1CCC(C)C2 (stereo not drawn) | 10 | 14 | 4 | 0.2 | -3 | 2.8 | -1.9 | -5 | 1.5
NCC(O)c1ccc(O)c(O)c1 (stereo not drawn) | -1 | 2 | -10 | 0.1 | 1 | x | -2.7 | 3 | -5.2
Cc1ccc(-n2ncc3c(=O)n(CC(=O)N(C(C)C)C(C)C)cnc32)cc1 | 13 | 4 | u | 1.9 | -4 | -0.2 | -3.9 | 6 | -1.6
Cc1ccc(CSc2nnc(C)c(=O)n2N)cc1 | 8 | -13 | -3 | 0.4 | 0 | 0.0 | -2.2 | 9 | -1.4
c1ccc2c(c1)OCC(c1nnc3n1-c1ccccc1SC3)O2 (stereo not drawn) | 4 | -6 | 2 | -0.3 | -2 | 0.4 | -5.4 | 11 | 6.4
CC12CCC(C(=O)NCc3ccc(Cl)cc3)(OC1=O)C2(C)C (stereo not drawn) | -3 | -1 | -3 | -2.6 | -3 | 2.2 | -3.4 | -5 | -0.1
Cc1sc2nc(C)n(/N=C/N(C)C)c(=O)c2c1C | -2 | 10 | -4 | -1.0 | -4 | 3.3 | -3.9 | 2 | -0.7
O=C(Nc1ccc(O)c(-c2nc3ccccc3o2)c1)C1(c2ccc(Br)cc2)CCCC1 | -9 | -4 | 1 | 0.2 | -1 | 0.5 | -3.4 | 6 | x
COc1cc(NC(=O)COc2ccc([N+](=O)[O-])cc2)ccc1NC(=O)c1ccco1 | 12 | 12 | -4 | -0.1 | -3 | x | -3.2 | 0 | 0.6
COc1ccc(-c2nsc(SCC(=O)NCC3CCCO3)n2)cc1 (stereo not drawn) | -17 | -10 | -6 | -0.4 | 2 | 0.0 | -3.4 | -6 | x
CSc1ccccc1NC(=O)CN(c1cccc(C)c1)S(C)(=O)=O | 4 | -2 | -6 | -3.5 | 0 | -1.3 | -1.1 | 3 | x

Compounds from the list above with an aryl methoxy group (three):
molecule | CCHFV vOTU inh | GDH-TPI counter | BoNT F protease | BoNT-A LC inh2 | Mtb FBA inh | UGM FP inh | FadD28 FP inh | PrPC surface inh | BioA inh
COc1ccc(N2CCn3c2nc2c3c(=O)n(CCCc3ccccc3)c(=O)n2C)c(OC)c1 | 2 | 2 | -490 | -192 | 1 | -1.2 | 0.0 | 4 | 1.0
COc1cc(NC(=O)COc2ccc([N+](=O)[O-])cc2)ccc1NC(=O)c1ccco1 | 12 | 12 | -4 | -0.1 | -3 | x | -3.2 | 0 | 0.6
COc1ccc(-c2nsc(SCC(=O)NCC3CCCO3)n2)cc1 (stereo not drawn) | -17 | -10 | -6 | -0.4 | 2 | 0.0 | -3.4 | -6 | x

The list goes on.
molecule | CCHFV vOTU inh | GDH-TPI counter | BoNT F protease | BoNT-A LC inh2 | Mtb FBA inh | UGM FP inh | FadD28 FP inh | PrPC surface inh | BioA inh
Cc1cc(C(=O)O)c(CSc2ncn[nH]2)o1 | -15 | 4 | -4 | 0.4 | 3 | 0.9 | 0.1 | -2 | -3.7
Cc1nc(CCNC(=O)COc2ccccc2)cs1 | 3 | -1 | -7 | -0.7 | -1 | -2.8 | -2.8 | 9 | -1.8
Cc1ncsc1CCC(=O)N1CCCC(C(=O)c2cccc(Cl)c2)C1 (stereo not drawn) | -4 | -1 | -3 | 0.4 | -1 | -3.1 | -2.6 | 4 | 2.5
CSc1ccc(C2CC(=O)Nc3c2c(=O)n(C)c(=O)n3C)cc1 (stereo not drawn) | -9 | 0 | 7 | 0.0 | 5 | 0.0 | -2.4 | -4 | x
COc1ccc(CC(=O)Nc2ccc(NC(=O)c3ccccc3F)cc2)cc1 | -7 | -1 | 4 | 0.2 | 1 | 0.9 | -0.3 | 0 | x
O=[N+]([O-])c1cc(/C=N/OCc2c(Cl)cccc2Cl)ccc1N1CCOCC1 | 5 | 6 | -3 | 1.1 | -2 | 0.9 | -0.3 | 1 | -1.9
COc1ccc(-n2nc(C(=O)Nc3nc4ccc(OC)cc4s3)c3ccccc3c2=O)cc1 | -3 | 17 | 1 | 0.3 | 1 | 0.9 | -2.6 | -5 | x
COc1ccc(S(=O)(=O)Nc2cccc3c2O[C@H](CN(C)S(=O)(=O)c2ccc(OC)cc2)[C@@H](C)CN([C@H](C)CO)C3=O)cc1 | 5 | 7 | -7 | -0.3 | 0 | -1.4 | -3.1 | 4 | 0.5
CC(=O)c1ccc(NC(=O)COc2ccc3c(c2)OCO3)cc1 | -11 | 3 | -3 | -1.2 | -1 | 1.3 | 0.5 | 3 | x
COC(=O)c1cc2c(ccn2-c2ccc(F)cc2)n1CC(=O)N1CCN(C(=O)c2ccco2)CC1 | 5 | 12 | 9 | 1.4 | 29* | 3.8 | -3.0 | -17 | -0.1
CCOc1ccc(N(CC(=O)O)S(=O)(=O)c2cccnc2)cc1 | 11 | -3 | -12 | -0.8 | 0 | -3.7 | -2.7 | -4 | -0.3
COc1ccccc1Sc1nc(-c2ccccn2)ncc1OC | -11 | 1 | 2 | -3.4 | 2 | 1.1 | -2.0 | 10 | x
C#Cc1ccc([C@@H]2C=C(C(=O)O)O[C@H](OCCCCO)C2)cc1 | -6 | 8 | -5 | -0.8 | 4 | 1.6 | -1.1 | 1 | 0.2
Cc1ccc(C(=O)OC/C(O)=C(\C#N)c2nc3ccccc3[nH]2)cc1S(=O)(=O)N1CCOCC1 | -6 | 10 | -5 | 0.4 | -1 | x | -3.1 | 1 | x
CCOC(=O)c1sc(C)c2c1NC1(CCCCC1)NC2=O | -27 | 3 | -2 | 0.3 | 32* | 3.3 | -1.0 | -4 | 0.2
CCN1CCCC1CNC(=O)CN1C(=O)COc2ccc(C)cc21 (stereo not drawn) | -3 | 8 | 5 | 0.0 | 4 | -1.0 | 0.1 | -4 | -1.4
Cc1ccccc1OCCN1CCCC1 | -17 | -11 | u | -1.3 | -2 | -0.7 | -3.8 | -2 | -1.6
COc1ccc(C(=O)Oc2cccc(Nc3ncnc4ccccc34)c2)cc1OC | 5 | 4 | 13 | 1.0 | 2 | -0.2 | -9.3 | 4 | 1.1
CSc1cccc(NC(=O)c2ccccc2N(C)S(C)(=O)=O)c1 | -6 | 6 | x | x | 1 | -1.4 | -1.2 | -5 | 0.5
COc1ccccc1CNC(=O)C(CCSC)NS(=O)(=O)c1ccc2c(c1)oc(=O)n2C (stereo not drawn) | 5 | 3 | -6 | -0.2 | -2 | -0.6 | -2.8 | 4 | x
COCCNC(=O)Cn1cc(C(=O)c2ccco2)c2ccccc21 | 1 | 20 | -10 | -0.9 | 2 | 1.2 | -1.5 | -2 | -1.0
c1ccc(COc2cccc(CNCc3ccccn3)c2)cc1 | 8 | -1 | -1 | -0.7 | 0 | -0.4 | 1.0 | -9 | x
O=C(CCCc1ccccc1)NC1CCSC1=O (stereo not drawn) | 17 | -7 | -3 | -0.6 | 3 | -0.8 | -2.2 | 4 | 2.2
Nc1cc(=O)nc(SCC(=O)Nc2ccccc2)n1-c1ccccc1 | 21 | -3 | -8 | -0.9 | 2 | -1.0 | 0.3 | 4 | x
COc1ccc(OC)c(NC(=O)c2ccc(NS(=O)(=O)c3c(C)noc3C)cc2)c1 | 0 | 16 | u | 0.6 | 2 | 2.9 | -0.2 | 5 | 19
CCN(C(=O)CSc1nnc(-c2cccs2)n1CC)C1CCS(=O)(=O)C1 (stereo not drawn) | -2 | -16 | -8 | -0.2 | 5 | -0.5 | 1.0 | 2 | 0.8
CCC1(C)CC(c2csc(N)n2)CCO1 (stereo not drawn) | -6 | 18 | 0 | 1.5 | -3 | 1.6 | 0.7 | 6 | 1.0
Cc1ccc(NC(=O)C(=O)c2ccc(C)cc2)cc1 | 3 | -6 | 3 | -1.5 | 0 | 2.6 | -3.9 | 4 | 0.3
O=C1CCNCCN1[C@H](CO)c1ccccc1 | 6 | 8 | -1 | -0.6 | 2 | 2.0 | -0.3 | 6 | -3.8
Cc1c(C(=O)NCCN2C(=O)S/C(=C\c3cccs3)C2=O)cccc1[N+](=O)[O-] | -9 | 40* | 3 | 2.0 | 1 | -2.3 | -0.2 | -5 | 0.3
O=C(NCc1ccccc1)c1sc(=S)n2c1[nH]c(=O)c1ccccc12 | 5 | -1 | 5 | 0.7 | -3 | 0.0 | 41* | -3 | 3.8
O=C(C1CCCN(Cc2cccc(F)c2)C1)N1CCCCC1 (stereo not drawn) | -5 | 14 | 2 | -0.4 | -1 | 0.3 | 0.3 | 5 | -0.8
COCc1c(C(=O)OCc2c(C)noc2C)oc2ccccc12 | 14 | -3 | 2 | 0.1 | 6 | -0.8 | -2.0 | -2 | x

Source: PubChem BioAssay
